GLP1R cytotox = cytotoxicity counter-screen for GLP-1 receptor inverse agonists | HEK293 cAMP-luciferase reporter cells, luminescence, 24 h | actives 0.13% (n = 410,000) | Potency, µM (top dose mostly 38.3 µM), for inactives: at the highest dose activity change, negative = inhibition, usual class: inhibitors;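 also: loss of luciferase light is scored as toxicity; potency is read from the fitted curve at half-maximal effect; % is scaled to controls: 0 for no effect and ±100 for the full control effect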
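Seeding density was 200 cells/uL; after overnight-length (12 h) culture, 23 nL compounds went on for 24 h at 37 °C. Readout used a luciferase detection reagent, luminescence taken after 12 min at room temperature.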
PLK1 PBD inh = PLK1 (human) polo-box domain binding inhibition | Potency, µM, for inactives: max response, negative = inhibition, usual class: inhibitors | AID 720504 | actives 2.8% (n = 360,000) | Plk1 PBD binding of FITC phosphopeptide, fluorescence polarization | P53350; also: potency is read from the fitted curve at half-maximal effect; series mostly up to about 57 µM; % is scaled to controls: 0 for no effect and ±100 for the full control effect; nearly all actives have a fitted effect of over 65% in size
Target sequence (P53350 whole entry, looked up, the tested form may be a part): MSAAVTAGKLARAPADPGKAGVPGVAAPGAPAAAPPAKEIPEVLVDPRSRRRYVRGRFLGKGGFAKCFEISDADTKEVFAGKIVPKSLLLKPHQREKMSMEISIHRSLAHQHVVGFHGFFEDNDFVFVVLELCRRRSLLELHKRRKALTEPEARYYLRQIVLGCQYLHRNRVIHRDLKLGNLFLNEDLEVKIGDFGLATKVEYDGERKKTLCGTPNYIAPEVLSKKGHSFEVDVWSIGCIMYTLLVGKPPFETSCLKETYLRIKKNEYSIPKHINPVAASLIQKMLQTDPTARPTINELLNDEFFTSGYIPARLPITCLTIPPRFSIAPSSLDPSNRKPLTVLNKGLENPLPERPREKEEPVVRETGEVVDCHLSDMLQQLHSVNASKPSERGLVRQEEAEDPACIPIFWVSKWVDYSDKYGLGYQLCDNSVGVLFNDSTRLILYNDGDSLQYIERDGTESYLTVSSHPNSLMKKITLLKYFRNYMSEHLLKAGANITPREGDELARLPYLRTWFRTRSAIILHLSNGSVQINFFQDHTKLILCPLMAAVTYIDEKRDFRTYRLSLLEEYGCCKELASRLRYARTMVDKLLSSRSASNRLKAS
GLP-1R agonist = GLP-1 receptor (human) agonism; actives 0.007% (n = 380,000); AID 624172; Potency, µM (highest dose often 45.6 µM), for the others: top-dose activation, usual class: activators; HEK293 GLP-1R CRE-luciferase, luminescence, 4-6 h; cells express a hypersensitive GLP-1R form; also: potency is read from the fitted curve at half-maximal effect; % of control where 0% means no effect
GLP-1R inv ag = GLP-1 receptor (human) inverse agonism | Potency, µM (series often up to 38.3 µM), inactives show at the highest dose activity change, negative = inhibition, most hits filed as inhibitors | actives 1.6% (n = 410,000) | HEK293 GLP-1R CRE-luciferase, luminescence, 24 h; GLP-1R form is constitutively active | P43220; also: potency is read from the fitted curve at half-maximal effect; % is scaled to controls: 0 for no effect and ±100 for the full control effect; nearly all actives have a fitted effect of over 55% in size
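HEK293 cells stably co-expressing constitutively active GLP-1R and a cAMP-responsive luciferase reporter were seeded in DMEM with 10% Nu serum, given compounds after 12 h, and incubated 24 h at 37 deg C. Luminescence was then read.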
EPAC1 antag = blocks human EPAC1 exchange factor. O95398. EPAC1 GEF assay, Rap1b-BODIPY-GDP exchange fluorescence. Potency, µM (series often up to 115 µM), without a hit: at the top dose activity change, negative = inhibition, actives largely listed as inhibitors. actives 0.14% (n = 360,000);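 also: potency is read from the fitted curve at half-maximal effect; plate controls were vehicle for no effect and positive control for full effect; nearly all actives have a fitted effect of over 50% in size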
PI5P4K alpha inh = blocks human PI5P4K alpha kinase activity. PI5P4Kalpha enzyme, ADP-Glo luminescence, 60 min; hits give low values. max response, %. P48426. actives 1.2% (n = 330,000). AID 652105; active = max response of -50% or lower; inconclusive = between -30% and -50%; inactive = -30% or higher; also: value at the top dose of about 77 µM; % is scaled to controls: 0 for no effect and ±100 for the full control effect
Target sequence (P48426 whole entry, looked up): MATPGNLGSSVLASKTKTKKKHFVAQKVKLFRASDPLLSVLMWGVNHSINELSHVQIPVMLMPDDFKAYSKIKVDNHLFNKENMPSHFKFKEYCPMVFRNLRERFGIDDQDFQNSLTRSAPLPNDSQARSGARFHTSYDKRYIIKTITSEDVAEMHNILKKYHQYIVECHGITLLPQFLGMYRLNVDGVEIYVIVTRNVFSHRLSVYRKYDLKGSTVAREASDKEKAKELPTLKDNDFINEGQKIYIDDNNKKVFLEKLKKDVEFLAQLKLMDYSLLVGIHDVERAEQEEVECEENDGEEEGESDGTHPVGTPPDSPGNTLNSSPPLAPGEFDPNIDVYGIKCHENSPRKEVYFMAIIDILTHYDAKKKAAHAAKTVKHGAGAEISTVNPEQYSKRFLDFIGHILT
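ADP-Glo luminescence end-point read after a 60 min room-temperature kinase reaction of PI5P4Kalpha plus substrate, initiated with ATP at 5 microM final. Buffer: 0.038 M HEPES pH 7.4, EGTA, 0.1% CHAPS, 5% DMSO.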
PTHR1 agonist = agonists of human PTHR1 parathyroid hormone receptor. AID 743266. Q03431. HEK293 GP2 PTHR1 cells, GloSensor cAMP luminescence, 1 h. actives 0.075% (n = 410,000). Potency, µM (highest dose often 115 µM), for inactives: at the highest dose activation, hits mostly activators; also: potency is read from the fitted curve at half-maximal effect; nearly all actives have a fitted effect of over 55% in size; some results filed as inactive show a strong effect at the top dose; inactives centre near -15; many of its hits are not listed in these tables
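HEK-293-derived GP2 cells expressing PTHR1 and a GloSensor cAMP reporter, 3,000/well, plated overnight, given luciferin plus IBMX (each 0.5 mM as added) for 1 h at 37 °C, then compound for 1 h at 37 °C. Luminescence was read after 15 min at room temperature.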
IL-2 act = activates IL-2 in a cell-based reporter assay | actives 0.065% (n = 360,000) | IL-2 activation reporter assay, cell-based qHTS; stimulated with anti-CD3/CD4/CD28 beads; in transgenic mouse T cells | activation, % (series mostly up to about 46 µM); in the data active = activation above about 50%; inconclusive = mostly about 30% to 49%; also: 0% is about no effect
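EGFP and DsRed fluorescence is measured by plate cytometry in unstimulated transgenic mouse T cells exposed to compound for 60 minutes, then stimulated 18 hours at 37 degrees C with anti-CD3/anti-CD4 beads plus anti-CD28.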
EPAC1 agonist = agonists of human EPAC1; O95398; EPAC1 agonist qHTS, biochemical assay; response scale: 100% = response to 6.5 mM cAMP; Potency, µM (doses to about 154 µM), for inactives: at the highest dose activation, actives largely listed as activators; actives 0.073% (n = 360,000); AID 720707; also: potency is read from the fitted curve at half-maximal effect; nearly all actives have a fitted effect of over 60% in size
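Nucleotide exchange by EPAC1 (100 nM) on Rap1B–BODIPY-GDP (250 nM) in the presence of 50 uM GDP is tracked fluorescently at 480/540 nm over 30 min. Signals are normalized to a 6.5 mM cAMP control.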
An asterisk follows results filed as active; i = inactive; ? = inconclusive; / = no result given; & = joins results of further samples; [ ] = remark or other dose. Unless noted, calls follow the shape of the dose curve; as a rule, active = well fitted curve in the direction sought with a large enough effect; inconclusive = small, poorly fitted or top-dose-only effect, or another doubt; inactive = no such curve, though single readings can be large; an effect the other way counts as inactive or inconclusive. A portion of the library; the hit share may differ from the screen's.

SMILES	GLP1R cytotox	PLK1 PBD inh	GLP-1R agonist	GLP-1R inv ag	EPAC1 antag	PI5P4K alpha inh	PTHR1 agonist	IL-2 act	EPAC1 agonist
O=C(/C=C/Sc1ncn[nH]1)c1ccc(Cl)cc1	?	?	-4%	?	0%	-8	-29%	-0.7	-11%
CCOc1ccccc1CN1CCNC(=O)C1CC(=O)N(C)CCC1CCOCC1 (stereo not drawn)	9%	-9%	-1%	6%	-3%	0	-12%	-1.7	11%
COC(=O)c1ccc(=O)n(Cc2ccc3c(c2)OCO3)c1	-1%	-8%	-3%	20%	6%	-5	-17%[57.5 µM]	-0.1	1%
CCCN(CCC)CCCNC(=O)CNC(=O)c1nn(-c2ccc(OC)cc2)c(=O)c2ccccc12	-2%	-4%	1%	11%	-26%	5	i	-4.6	-4%
CC(C)n1cc(/C=N/NC(=O)COc2cccc3cccnc23)c2ccccc21	?	-11%	17%	-28%	?	0	-10%	-5.1	0%
Cc1cccc(/C=N/NC(=O)Cn2nc(C)cc2C)n1	-1%[1.53 µM]	-5%	-3%	5%	18%	6	i	-1.1	12%
CCN(Cc1ccccc1)C(=O)c1cnn(-c2ccc(F)cc2)c1-n1cccc1	5%	/	1%	?	/	/	-33%[inhibitor]	/	/
O=C(Cc1ccccc1)Nc1cc(-c2nc3cc(Cl)ccc3o2)ccc1Cl	-2%	/	-1%	16%	/	/	i	/	/
O=C(Nc1c(-c2ccccc2)nc2sccn12)c1ccccc1	2%	-11%	-6%	-6%	-1%	/	i	-0.6	6%
CCC(C)c1ccc(OCCCCN2CCOCC2)cc1 (stereo not drawn)	25%	-12%	10%	?	3%	1	-7%[57.5 µM]	-0.6	3%
CCC(=O)N(CCc1ccccc1C)Cc1cc2cc3c(cc2[nH]c1=O)OCO3	8%	-6%	16%	0%	8%	-3	-12%[57.5 µM]	-0.3	2%
CCOc1ccccc1NC(=O)Cn1c(=O)n(Cc2ccccc2)c(=O)c2c3c(sc21)CN(C(C)=O)CC3	-24%	/	-1%	-3%	/	/	-49%[inhibitor]	/	/
O=C(O)COc1ccccc1/C=N/NC(=O)Cc1csc(Nc2cccc(C(F)(F)F)c2)n1	-13%	-15%	9%	3%	-1%	-13	-15%	2.2	-11%
Cc1ccc(CNC(=O)C2CC(c3ccccc3C(F)(F)F)=NO2)o1 (stereo not drawn)	?	-17%	0%	-5%	-20%	-26	21%	0.2	-4%
CCCC(=O)Nc1ccc(S(=O)(=O)N2CCc3ccccc32)cc1	-1%	-4%	2%	?	-5%	1	-80%[inhibitor]	3.1	-2%
O=C(Nc1cccc(S(=O)(=O)NCc2ccco2)c1)c1ccc(Cl)cc1	-11%	-18%	19%	-18%	-11%	1	-24%	-0.7	1%
CC(C)NC(=O)Nc1ccc2c(c1)C(=O)N([C@H](C)CO)C[C@H](C)[C@@H](CN(C)S(=O)(=O)c1ccc(F)cc1)O2	7%	-3%	3%	7%	-13%	1	-3%	0.1	6%
C=Cc1ccc(COC(=O)c2cn(CC)c3nc(C)ccc3c2=O)cc1	4%	-3%	?	16%	-4%	-5	i	0.0	10%
CSc1nsc(SC)c1C(=O)NC(=O)Nc1cccnc1	-4%	0%	4%	-4%	3%	-7	i	0.6	0%
COc1ccc(S(=O)(=O)N2CCC(C(=O)Nc3cccc(C(C)=O)c3)CC2)cc1	-9%	1%	0%	-20%	-5%	6	-60%[inhibitor][57.5 µM]	-0.3	5%
COc1ccc2c3c(cccc13)C(=O)CC2	85%[activator]	9.5µM*	9%	78%[activator]	222%[activator]	-14	i	2.3	100µM*
O=C(Nc1nc2nc(-c3ccccc3)cc(=O)n2[nH]1)c1ccccc1	-1%	-5%	-4%	10%	9%	-23	27%[57.5 µM]	0.4	3%
CC1CN(CC(O)COCc2ccc3c(c2)OCO3)CC(C)O1 (stereo not drawn)	10%	-1%	-3%	6%	16%	0	13%	0.2	-11%
O=C(NC(=S)N1CCN(C/C=C/c2ccccc2)CC1)c1ccco1	?	-8%	-7%	-20%	-10%	-3	-16%	0.8	7%
CCN(CC(=O)Nc1cc(Cl)ccc1C)CC(=O)NC1CC1	-1%	4%	-5%	-3%	12%	2	i	-1.1	-8%
O=C(Nc1cc(S(=O)(=O)N2CCOCC2)ccc1N1CCOCC1)c1c(F)cccc1Cl	20%	-2%	0%	-2%	4%	-3	i	0.2	-4%
CS(=O)(=O)N1CCN(C2CCN(Cc3ccccc3)CC2)CC1	-6%	5%	-1%	2%	-2%	-7	i	2.0	4%
CC(C)c1ccc2c(c1)C(c1cccs1)=NNC(c1ccncc1)=N2	6%	-9%	1%	5%	-12%	0	?	1.1	1%
CCN(CC)c1ncnc2c1ncn2[C@H]1CN(Cc2cc(OC)c(OC)c(OC)c2)C[C@@H](CO)O1	3%	-2%	3%	48%[activator]	23%	-1	-18%	0.3	-6%
O=C(COC(=O)c1nc(Cl)ccc1Cl)c1ccc[nH]1	0%	0%	9%	12%	-8%	?	i	-0.1	-5%
CCCCN(C)CCNC(=O)CSCc1ccc(C)cc1	-14%	-16%	-1%	?	6%	2	-22%	-0.4	3%
COc1cc(S(=O)(=O)N2CCC(c3nc4ccccc4s3)CC2)ccc1S(=O)(=O)N1CC(C)CC(C)C1 (stereo not drawn)	5%	3%&-10%	-4%	0%	-6%	/	i	-1.3	7%
Cc1ccc2cc(CN(Cc3ccc4c(c3)OCO4)Cc3nnnn3Cc3ccco3)c(=O)[nH]c2c1C	-14%	-12%	12%	-45%	7%	12	-40%[inhibitor][57.5 µM]	-0.2	9%
CC(=O)Nc1ccc(-c2ccnc3c2CC(C)(C(=O)Nc2ccc(Cl)cc2)O3)cc1 (stereo not drawn)	-8%	-6%	3%	?	-21%	0	-19%	0.0	9%
CCOC(=O)C1(CCOc2ccccc2)CCN(Cc2cccc(OCCO)c2)CC1	3%	-17%	0%	?	-2%	-1	-72%[inhibitor]	-0.7	-3%
Cc1c(C(=O)OCC(=O)N2CCCC(C)C2)oc2ccccc12 (stereo not drawn)	11%	10%	16%	10µM*	-7%	0	i	-0.6	2%
COc1ccc(CCNC(=O)CCNC(=O)c2ccco2)cc1OC	1%	-8%	6%	29%	-6%	-5	i	-4.2	7%
Cc1ccc(F)cc1NC(=O)CCNC(=O)c1ccc([N+](=O)[O-])cc1	-4%	-12%	19%	14%	5%	-1	i	-0.3	5%
CCCOc1cccc(C(=O)N(Cc2cccs2)C2CCS(=O)(=O)C2)c1 (stereo not drawn)	-12%	-9%	6%	-25%	-6%	2	i	-1.8	5%
Cc1ccc(S(=O)(=O)CCc2nnc(NC(=O)C3CCCO3)s2)cc1 (stereo not drawn)	-8%	-4%	-23%	1%	-5%	-9	i	-0.4	5%
COc1cc(S(=O)(=O)N2CCN(Cc3ccccc3)CC2)ccc1Br	-4%	-6%	1%	?	?	-2	-25%	-2.7	16%
O=C(c1cccc(-n2cnnn2)c1)N1CC=C(c2ccccc2)CC1	58%[activator]	-18%	4%	-17%	-24%	-3	i	-0.8	10%
CC(C)c1nc(SCC(=O)NC2CCCC2)c2ccccc2n1	-8%	-19%	3%	4%	-16%	-3	-16%	-3.5	3%
CNc1ccc2nnc(C(F)(F)C(F)(F)C(F)(F)F)n2n1	3%	-8%	7%	0%	0%	2	i	0.4	-8%
O=C(Nc1cc(S(=O)(=O)Nc2ccccc2Cl)ccc1O)c1sc2cc(Cl)ccc2c1Cl	-2%	-3%	3%	17%	17%	-19	-32%[inhibitor]	-0.6	-5%
CCn1nc(C)c(CN2CCCCC2C(=O)Nc2ccc(Oc3cccnc3)cc2)c1C (stereo not drawn)	-2%	-20%	3%	-1%	-17%	0	i	-1.0	-19%
COc1cccc(CN2CCN(CCCc3ccccc3)C(CCO)C2)c1OC (stereo not drawn)	-6%	-16%	-6%	-15%	-15%	-4	i	-0.7	3%
Cc1ccc(C)n1-n1c(C)nc2scc(-c3cccs3)c2c1=O	-14%	-9%	10%	?	-6%	-12	i	1.2	21%
O=C(NCCc1ccc2c(c1)OCCO2)c1ccccc1F	1%	-14%	8%	4%	?	2	-38%	-4.2	8%
CCCCC(c1nnnn1CS(=O)(=O)c1ccc(C)cc1)N1CCN(c2ccccc2)CC1 (stereo not drawn)	-16%	-7%	-10%	?	-19%	17	i	-2.0	4%
COc1ccc(NC(=O)CC(C)=O)c(OC)c1	1%	-9%	-3%	-16%	-14%	-64*	-11%	-1.3	0%
CCN(CC)c1ccc(/C=N/n2c(=S)[nH]nc(C)c2=O)cc1	3%	-10%	-21%	-3%	5%	-9	-14%[57.5 µM]	0.0	2%
COc1ccc(S(=O)(=O)C(C#N)c2nc3ccccc3nc2N2CCCC(C)C2)cc1 (stereo not drawn)	87%[activator]	?	4%	?	11%	-2	-69%[inhibitor][57.5 µM]	0.3	20%
Cc1nonc1NC(=O)CSc1nnc(N)s1	3%	-2%	1%	5%	-13%	0	i	0.4	-1%
O=C(COC(=O)/C=C/c1ccc(C(F)(F)F)cc1)NCc1ccco1	8%	0%	-2%	11%	3%	0	-21%	-0.9	-4%
CSc1cccc(NC(=O)c2ccccc2N(C)S(C)(=O)=O)c1	-8%	-3%	-1%	14%	-4%	2	i	-0.4	0%

Another view of part of the listing above.
Compound,GLP1R cytotox,PLK1 PBD inh,GLP-1R agonist,GLP-1R inv ag,EPAC1 antag,PI5P4K alpha inh,PTHR1 agonist,IL-2 act,EPAC1 agonist
CSc1cccc(NC(=O)c2ccccc2N(C)S(C)(=O)=O)c1,-8%,-3%,-1%,14%,-4%,2,i,-0.4,0%
CCCCN(C)CCNC(=O)CSCc1ccc(C)cc1,-14%,-16%,-1%,?,6%,2,-22%,-0.4,3%

Screens from PubChem BioAssay.
